D3 antag – qHTS of D3 Dopamine Receptor Antagonist: qHTS; max response, negative = inhibition, %; 2.5% of 360,000 active; D(3) dopamine receptor (Homo sapiens), P35462; D3R cells, DiscoveRx beta-arrestin luminescence, antagonist mode; hits give low values; in the data active = max response below about -50%; inconclusive = no clear call, values can overlap the other calls; also: % is scaled to controls: 0 for no effect and ±100 for the full control effect; mostly tested at two doses, the higher about 12 µM
Target sequence (P35462 whole entry, looked up): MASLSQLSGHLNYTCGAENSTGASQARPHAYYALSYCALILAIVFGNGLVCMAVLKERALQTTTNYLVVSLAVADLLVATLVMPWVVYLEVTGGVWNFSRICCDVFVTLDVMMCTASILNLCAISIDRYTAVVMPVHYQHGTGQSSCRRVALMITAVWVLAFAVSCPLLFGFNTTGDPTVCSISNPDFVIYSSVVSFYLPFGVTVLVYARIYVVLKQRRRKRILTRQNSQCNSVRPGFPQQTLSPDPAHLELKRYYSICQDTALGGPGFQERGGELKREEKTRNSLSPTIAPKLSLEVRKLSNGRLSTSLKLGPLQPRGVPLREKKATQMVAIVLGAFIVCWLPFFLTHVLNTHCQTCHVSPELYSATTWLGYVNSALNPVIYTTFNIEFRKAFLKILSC
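Cells plated overnight at 1500 cells/well, then exposed to library compounds with dopamine controls for 90 minutes at 37 degrees C. DiscoveRx reagent added for 30–60 minutes at room temperature; luminescence read, quantitative HTS format.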
CCT modulator – High-Throughput Screening for Modulators of Cytosolic Chaperonin Activity; activity change, % (test concentration not listed), hits read low; 0.3% of 360,000 active; purified chaperonin ATPase assay, HTRF ADP detection, 30 min; AID 651819, 2012; in the data active = activity change below about -30%; also: % is scaled to controls: 0 for no effect and ±100 for the full control effect
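ATPase activity: ADP formed was measured by HTRF Transcreener (665/615 nm ratio) after 30 min at 37 deg C with 10 uM ATP. Compounds screened at one 76 uM concentration against 40 or 20 nM TRiC in Tris pH 7.4/KCl/MgCl2/DTT buffer.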
EPAC2 antagonist – qHTS for Antagonist of cAMP-regulated guanine nucleotide exchange factor 2 (EPAC2): primary screen; Potency, µM (highest dose often 114 µM), without a hit: top-dose activity, negative = inhibition, most hits filed as inhibitors; Rap guanine nucleotide exchange factor 4 (Homo sapiens), Q8WZA2; AID 720708, 2013; 0.18% of 360,000 active; EPAC2 GEF exchange of Rap1B-BODIPY-GDP, fluorescence; also: potency is read from the fitted curve at half-maximal effect; % is scaled to controls: 0 for no effect and ±100 for the full control effect; nearly all actives have a fitted effect of over 45% in size; many of its hits are not listed in these tables
DRD3 agonist – qHTS of D3 Dopamine Receptor Agonist: qHTS | max activation, % | 0.58% of 410,000 active | AID 652048, 2013 | D3R DiscoveRx beta-arrestin cells, luminescence, 90 min | D(3) dopamine receptor (Homo sapiens), P35462; in the data active = max activation above about 30%; also: 0% is about no effect; mostly tested at two doses, the higher about 12 µM
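Agonist-mode cell screen: cells plated at 1500/well and incubated overnight at 37 °C, then exposed to library compounds for 90 min at 37 °C. Detection reagent was added for 30–60 min at room temperature, and luminescence was read.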
EPAC2 ag – qHTS for Agonist of cAMP-regulated guanine nucleotide exchange factor 4 (EPAC2): primary screen; Rap guanine nucleotide exchange factor 4 (Homo sapiens), Q8WZA2; EPAC2 activation, biochemical qHTS; response scale: 100% = 6.5 mM cAMP response; Potency, µM (series often up to 154 µM), for the others: top-dose activation, actives largely listed as activators; 0.079% of 360,000 active; AID 720711, 2013; also: potency is read from the fitted curve at half-maximal effect; nearly all actives have a fitted effect of over 50% in size
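Compounds were titrated in qHTS against a Rap1B-BODIPY-GDP (250 nM) complex with EPAC2 (100 nM) and GDP (50 uM). BODIPY-GDP release tracked at 480/540 nm over 30 min at room temperature, normalized to 6.5 mM cAMP.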
Akt phos inh – HTS Assay for Inhibitors of Akt Phophorylation: Primary Screen | Neuro2A IGF-stimulated pAkt S473 HTRF, 20 min; hits give low values | activity change, % for hits at 50 µM | 0.32% of 360,000 active | AID 651550, 2012; in the data active = activity change below about -80%; inconclusive = mostly about -51% to -80%; also: % is scaled to controls: 0 for no effect and ±100 for the full control effect
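Single-point screen (50 µM final compound) in Neuro2A cells stimulated 20 min with 6 nM IGF at 37 deg C. After lysis, Ser473-phosphorylated Akt read by HTRF (ex 330 nm, em 615/665 nm) as the 665/615 ratio.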
PTHR1 agonist – qHTS for PTHR1 Agonists: Primary Screen | 0.075% of 410,000 active | Potency, µM (series often up to 115 µM), without a hit: at the top dose activation, usual class: activators | AID 743266, 2014 | HEK293 GP2 PTHR1 cells, GloSensor cAMP luminescence, 1 h | Parathyroid hormone/parathyroid hormone-related peptide receptor (Homo sapiens), Q03431; also: potency is read from the fitted curve at half-maximal effect; nearly all actives have a fitted effect of over 55% in size; some results filed as inactive show a strong effect at the top dose; inactives centre near -15; many of its hits are not listed in these tables
Target sequence (Q03431 whole entry, looked up): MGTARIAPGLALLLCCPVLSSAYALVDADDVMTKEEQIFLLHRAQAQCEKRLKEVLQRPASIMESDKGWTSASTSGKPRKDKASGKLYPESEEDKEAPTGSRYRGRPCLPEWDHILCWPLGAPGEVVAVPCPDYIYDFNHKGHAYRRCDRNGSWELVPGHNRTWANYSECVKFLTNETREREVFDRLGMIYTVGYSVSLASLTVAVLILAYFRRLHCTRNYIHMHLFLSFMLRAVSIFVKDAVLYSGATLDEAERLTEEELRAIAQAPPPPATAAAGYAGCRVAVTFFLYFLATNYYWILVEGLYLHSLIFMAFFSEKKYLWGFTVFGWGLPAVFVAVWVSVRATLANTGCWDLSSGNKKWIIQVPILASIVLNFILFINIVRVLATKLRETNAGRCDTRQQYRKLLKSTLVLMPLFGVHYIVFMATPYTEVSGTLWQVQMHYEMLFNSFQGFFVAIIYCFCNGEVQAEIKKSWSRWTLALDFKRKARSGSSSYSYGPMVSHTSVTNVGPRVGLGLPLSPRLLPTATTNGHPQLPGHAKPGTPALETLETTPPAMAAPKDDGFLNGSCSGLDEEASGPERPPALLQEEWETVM
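HEK-293-derived GP2 cells expressing PTHR1 and a GloSensor cAMP reporter, 3,000/well, plated overnight, given luciferin plus IBMX (each 0.5 mM as added) for 1 h at 37 °C, then compound for 1 h at 37 °C. Luminescence was read after 15 min at room temperature.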
Mm-Cpn inhibitor – Inhibitors of TCP-1 ring complex (TRiC) of Methanococcus maripaludis (MmCpn): qHTS; 0.031% of 330,000 active; purified Mm-Cpn ATPase, ADP Transcreener TR-FRET; Chaperonin Mm-Cpn (Methanococcus maripaludis); Potency, µM (top dose mostly 76.9 µM), for inactives: at the highest dose activity, negative = inhibition, actives largely listed as inhibitors; AID 504842, 2011; also: potency is read from the fitted curve at half-maximal effect; % is scaled to controls: 0 for no effect and ±100 for the full control effect; nearly all actives have a fitted effect of over 80% in size
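Reaction buffer contained 30 mM Tris pH 7.4, 100 mM KCl, 5 mM MgCl2 and 1 mM DTT. Mm-CPN (25 nM final) hydrolysed 10 uM ATP over 30 min at 37°C; ADP was read by HTRF.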
An asterisk follows results filed as active; i = inactive; u = inconclusive; x = no result given; & = joins results of further samples; [ ] = remark or other dose. Unless noted, calls follow the shape of the dose curve; as a rule, active = well fitted curve in the direction sought with a large enough effect; inconclusive = small, poorly fitted or top-dose-only effect, or another doubt; inactive = no such curve, though single readings can be large; an effect the other way counts as inactive or inconclusive. Only part of the results is shown; rates above refer to the full screens.

SMILES	PTHR1 agonist	DRD3 agonist	CCT modulator	Mm-Cpn inhibitor	Akt phos inh	EPAC2 antagonist	EPAC2 ag	D3 antag
CCOC(=O)NCc1cc(-c2nn(C)c(=O)c3ccccc23)ccc1C	-16%[57.5 µM]	6	0.4	1%	i	-3%	-16%	30
O=C(NC1CCCCCCC1)c1ccccc1O	-22%	-4	0.7	1%	i	-11%	-8%	14
CCC(C)n1c(S(=O)(=O)O)nc2ccccc21 (stereo not given)	-13%[57.5 µM]	-10	-1.2	0%	i	6%	6%	31
CCN(CC)c1nc(N2CCN(CCO)CC2)nc2ccccc12	i	-14	-0.7	-3%	i	3%	6%	6
COc1ccc(S(=O)(=O)N(C)C[C@@H]2Oc3cc(C#CC4CCCCC4)ccc3S(=O)(=O)N([C@@H](C)CO)C[C@@H]2C)cc1	-15%	-7	-3.7	x	i	6%	7%	16
CCOC(=O)CNC(=O)N(CCOC)CC1CCCN(C2Cc3ccccc3C2)C1 (stereo not given)	-9%	0	-0.3	-2%	i	7%	8%	0
O=C(O)c1cnn(-c2ccccc2)c1-c1ccccc1	i	1	2.8	0%	i	16%	5%	56
COC(=O)C(Cc1ccccc1)OS(N)(=O)=O (stereo not given)	-36%[inhibitor]	-12	-2.0	-2%	i	-16%	1%	-58*
CC(C)(C)C(=O)Nc1ccccc1N1CCN(C(=O)c2ccc(Cl)cc2)CC1	i	13	-1.4	1%	i	-2%	6%	0
O=C(C1CCC1)N1CCN(S(=O)(=O)c2cc(F)ccc2F)CC1	-3%	11	-11	1%	i	6%	-1%	16
COc1cc(C(=O)OCc2cc3ccccc3[nH]c2=O)cc(OC)c1OC	-9%[57.5 µM]	7	-2.3	0%	x	0%	-1%[15.6 µM]	2
CCOC(=O)C1=CCN(S(=O)(=O)c2ccccc2C(=O)OC)C1c1ccc(Cl)cc1 (stereo not given)	-30%[inhibitor]	-10	-2.5	x	i	-11%	10%	-12
O=C1CC(c2ccsc2)c2ccc3ccccc3c2N1 (stereo not given)	-10%	10	0.1	1%	i	-24%	10%	-6
COc1ccc(CCNC(=O)CSc2nnnn2-c2ccc(OC)c(OC)c2)cc1OC	i	7	0.2	3%	i	2%	9%	7
COc1ccc(NC(=O)c2cc(S(=O)(=O)N3CCOCC3)cn2C)cc1Cl	5%	6&-12	-0.4	-2%	i	2%	6%	0
O=S1(=O)N=C(N(Cc2cccs2)c2ccc(O)cc2)c2ccccc21	i	-1	-1.1	1%	i	u	10%	-7
COc1ccc(N2CCN(CC(O)COc3ccc([N+](=O)[O-])cc3)CC2)cc1 (stereo not given)	i	-7	0.7	0%	i	5%	15%	-22
Cc1nc(-c2ccc(S(=O)(=O)N3CCCCCC3)cc2)cs1	-17%[57.5 µM]	-1	-2.5	-5%	x	-16%	0%[15.6 µM]	4
Cc1nc(-c2ccc(S(=O)(=O)Nc3cc(F)ccc3F)cc2)co1	i	-12	-0.5	1%	i	5%	10%	0
Cn1cc(C=O)c2cc(F)ccc21	-3%	1	-2.5	-2%	i	-6%	6%	34
Cc1ccccc1C(=O)Nn1cnnc1	i	4	-5.3	-7%	i	5%	4%	9
O=c1c(N=Nc2ccc(O)cc2)c(-c2ccccc2)[nH]n1-c1ccc([N+](=O)[O-])cc1	i	1	-2.8	1%	i	7%	6%	-70*
CCOC(=O)C1=CN(CC)S(=O)(=O)NC1c1ccccc1 (stereo not given)	i	-39	-1.8	-3%	i	-11%	1%	u
CCOP(=O)(OCC)c1nc(-c2ccc(Cl)cc2Cl)oc1N1CCCCC1	i	0	-3.4	1%	i	u	-12%	4
Cc1cc(-c2n[nH]c(=S)n2/N=C/c2ccco2)n[nH]1	-5%	-4	-0.1	2%	i	4%	5%	-24
CC[C@]12c3[nH]c4cc(-c5ccco5)ccc4c3CCN1C(=O)[C@@H](CC(=O)NCCN1CCOCC1)C[C@@H]2C(=O)N1CCN(C(=O)C2CC2)CC1	-15%	16	-1.8	-1%	i	2%	-1%	-4
CSCC[C@H](NC(=O)c1cccc([N+](=O)[O-])c1C)c1nc2ccccc2[nH]1	i	-9	-2.3	-2%	i	0%	5%	u
CCN(CCC(=O)Nc1cc(OC)cc(OC)c1)Cc1ccccc1	i	-7	-1.1	0%	i	-6%	2%	-67*
Cc1ccc(C(=O)OCC(=O)Nc2ccccc2Sc2ccccc2)cc1C	i	5	1.3	-3%	i	-8%	-4%	0
COc1ccc(NC2CC(=O)N(CCc3ccccc3)C2=O)cc1 (stereo not given)	i	3	1.4	1%	i	5%	2%	12

Record cards (already shown).
Cc1nc(-c2ccc(S(=O)(=O)N3CCCCCC3)cc2)cs1 in the list: PTHR1 agonist = -17%[57.5 µM]; DRD3 agonist = -1; CCT modulator = -2.5; Mm-Cpn inhibitor = -5%; Akt phos inh = x; EPAC2 antagonist = -16%; EPAC2 ag = 0%[15.6 µM]; D3 antag = 4
O=C(NC1CCCCCCC1)c1ccccc1O in the list: PTHR1 agonist = -22%; DRD3 agonist = -4; CCT modulator = 0.7; Mm-Cpn inhibitor = 1%; Akt phos inh = i; EPAC2 antagonist = -11%; EPAC2 ag = -8%; D3 antag = 14

Other structures:
SMILES	PTHR1 agonist	DRD3 agonist	CCT modulator	Mm-Cpn inhibitor	Akt phos inh	EPAC2 antagonist	EPAC2 ag	D3 antag
CCCC(=O)Nc1nnc(S(=O)(=O)N(CC(C)C)c2ccccc2)s1	-28%	-1	0.5	1%	i	10%	10%	-15
C(=N\n1cnnc1)/c1ccc(-c2ccccc2)cc1	-15%[57.5 µM]	5	1.7	0%	i	22%	2%	u
CCC(=O)NCCCc1nc(-c2ccccc2)no1	i	4	0.2	x	i	9%	2%	-15
COCC(C)n1c(C)cc(C(=O)COC(=O)c2n[nH]c3ccccc23)c1C (stereo not given)	-11%	0	0.1	0%	i	-5%	-3%	3
COc1ccc(CCC(=O)Nc2ccc3c(c2)OCO3)cc1	0%	-2	0.6	2%	i	-15%	11%	-15
COc1ccc2c(C#N)c3ccccn3c2c1	-7%	1	0.1	-6%	i	25%	17%	29
COc1ccc(-n2c(C)nc3c(cnn3-c3ccccc3)c2=O)cc1	-42%[inhibitor][57.5 µM]	-11	-3.0	-6%	i	13%	5%	47
O=C(CCOc1ccccc1)Nc1ccccc1[N+](=O)[O-]	-72%[inhibitor]	4	-0.3	-5%	i	-4%	9%	5
COc1ccc(C2=NN(C(=O)/C=C/c3ccccc3)C(c3ccccc3)C2)c(OC(C)=O)c1 (stereo not given)	i	-13	-0.1	3%	i	1%	2%	u
Cn1c(CNC(=O)c2ccc3c(c2)OCO3)nnc1SCC(=O)Nc1ccccc1Cl	i	4	-0.1	-2%	i	-2%	5%	0
CCOC(=O)c1c(NC(=O)COC(=O)c2cnccn2)sc(C(=O)NC)c1C	1%	-6	-0.8	-2%	i	23%	5%	-26
Cc1ccc(N2CN=C(c3ccccc3)NC2=S)cc1	i	-3	0.9	4%	i	0%	10%	9
O=C1C2C3c4ccccc4C(Br)(c4ccccc43)C2C(=O)N1c1ccccc1O (stereo not given)	i	-5	0.8	2%	i	-1%	-3%	8
Cc1onc(-c2c(Cl)cccc2Cl)c1C(=O)Nc1c(C)n(C)n(-c2ccccc2)c1=O	i	7	-3.4	0%	i	11%	9%	-8
COC(=O)c1ccccc1NC(=O)N1CCN(S(=O)(=O)c2ccc(Cl)cc2)CC1	i	3	2.0	2%	i	-1%	2%	-21
Cc1ccc2c(c1)C(c1ccccc1)N(C(=O)c1ccc(Br)cc1)CC(=O)N2 (stereo not given)	-27%	-6	-2.1	2%	i	-20%	3%	u
COc1ccc(Cl)cc1NC(=O)COC(=O)C1COc2ccccc2O1 (stereo not given)	-93%[inhibitor]	-2	0.6	-9%	i	-2%	11%	19
Cc1ccccc1-n1nc(C)c2cc(C(=O)N3CCN(S(=O)(=O)c4ccc(Cl)cc4)CC3)sc21	-7%[57.5 µM]	-2	-2.1	-2%	i	16%	-2%	13
Cc1ccc(S(=O)(=O)N2CCN(CCOc3cccc(C)c3)CC2)cc1	-83%[inhibitor]	-16	-0.3	2%	i	-5%	17%	-55*
COCC(=O)OCC(=O)c1cc(C)n(-c2ccc(Br)cc2)c1C	i	6	0.6	1%	i	1%	1%	-3
COc1ccc(Cc2nnc(NCCO)[nH]c2=O)cc1OC	i	-2	-1.2	1%	i	2%	2%	-9
O=C(CNC(=O)c1ccc(Cl)cc1Cl)OCc1cn2cc(Br)ccc2n1	i	4	-2.4	-3%	i	0%	5%	-9
CCCc1nc2nc(C)c(NS(=O)(=O)c3ccc(CC(C)C)cc3)c(=O)n2[nH]1	2%&6%	0&-14	-1.7	-2%	i	-14%	-3%	2

Structures listed so far with a thiophene ring, fused or not:
SMILES	PTHR1 agonist	DRD3 agonist	CCT modulator	Mm-Cpn inhibitor	Akt phos inh	EPAC2 antagonist	EPAC2 ag	D3 antag
O=C1CC(c2ccsc2)c2ccc3ccccc3c2N1 (stereo not given)	-10%	10	0.1	1%	i	-24%	10%	-6
O=S1(=O)N=C(N(Cc2cccs2)c2ccc(O)cc2)c2ccccc21	i	-1	-1.1	1%	i	u	10%	-7
CCOC(=O)c1c(NC(=O)COC(=O)c2cnccn2)sc(C(=O)NC)c1C	1%	-6	-0.8	-2%	i	23%	5%	-26
Cc1ccccc1-n1nc(C)c2cc(C(=O)N3CCN(S(=O)(=O)c4ccc(Cl)cc4)CC3)sc21	-7%[57.5 µM]	-2	-2.1	-2%	i	16%	-2%	13

Screening results as filed in PubChem.
